# Compound activity as filed in PubChem BioAssay.
# PERK inh – inhibitors of human PERK kinase; AID 1416; Q9NZJ5; CHO PERK-DD fusion, SEAP luminescence translation reporter; actives 0.17% (n = 220,000); inhibition, % at 5.6 µM;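 active = inhibition above the mean inhibition of all tested compounds plus 3 SD, set separately per screening campaign, cut at about 2.9% in these data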;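 also: PERK kinase domain activated by AP20187 dimerizer at 100 nM; 0% = DMSO with dimerizer and 100% = rapamycin at 8.4 µM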
# Wee1 degr inh – blocks degradation of human Wee1 kinase. actives 1.2% (n = 220,000). P30291. HeLa Luc-Wee1K328M stability, luciferase luminescence; 100% = proteasome inhibitor MG132 effect. reporter increase, % at 5 µM. AID 1321;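 active = activation above the mean of all tested compounds plus 3 SD, set per screening run, cut at about 8.8% in these data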;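 also: cells exposed to compound for 20 h before luminescence read; 0% = DMSO alone and 100% = MG132 at 30 µM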
# NPY2 pot ag – human NPY-Y2 potentiation or agonism, primary screen. P49146. cells expressing NPY-Y2, potentiator/agonist read-out. activation, % at 3.6 µM. actives 0.45% (n = 220,000); in the data active = activation above about 27%;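 also: cells stimulated with NPY near EC25 plus isoproterenol at EC100; 0% = vehicle plus submaximal agonist and 100% = vehicle plus saturating agonist; some results beyond the cut were filed as inactive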
# Target sequence (P49146 whole entry, looked up): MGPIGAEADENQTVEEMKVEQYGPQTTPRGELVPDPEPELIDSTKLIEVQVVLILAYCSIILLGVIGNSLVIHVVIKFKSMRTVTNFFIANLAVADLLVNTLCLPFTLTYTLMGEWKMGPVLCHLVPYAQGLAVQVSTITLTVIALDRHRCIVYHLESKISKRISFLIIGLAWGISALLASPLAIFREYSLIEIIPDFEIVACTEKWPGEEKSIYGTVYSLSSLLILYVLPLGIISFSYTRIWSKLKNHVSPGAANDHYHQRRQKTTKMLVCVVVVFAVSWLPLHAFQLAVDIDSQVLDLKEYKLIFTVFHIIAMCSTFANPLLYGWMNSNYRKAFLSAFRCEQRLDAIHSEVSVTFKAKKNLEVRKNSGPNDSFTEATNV
# Mdm2 ligase inh – Mdm2 E3 ligase (human) inhibition; signal enhancement, % at 5 µM; actives 0.11% (n = 210,000); Q00987; cell-based MDM2 ubiquitination luciferase reporter, 2 h; 0 = plate control, 100 = twice control, blank-subtracted;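 active = signal enhancement of 30% or more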;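 also: luminescence tracks abundance of the self-degrading MDM2-luciferase fusion protein; higher signal means inhibition of MDM2 E3 ligase activity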
#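 Buffer or medium: Cells held in DMEM | Assay system: Stable mammalian line carrying autodegrading MDM2–luciferase fusion reporter | Quantity: 2000 cells/well | Times: 4 h settle plus 2 h compound, 37 °C | Doses: One concentration, 5 µM, with 0.2% DMSO | Technique: Luminescence with SteadyLite reagent, 15 min at room temperature | Benchmarks: Plate controls and plate blanks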
# BaF3 parental – reduces parental Ba/F3 cell viability, JAK2V617F counter-screen; actives 1.1% (n = 220,000); AID 1486; inhibition, % at 5.6 µM; CellTiter-Glo ATP luminescence;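 active = inhibition above a per-campaign cutoff, the mean inhibition of all tested compounds plus 3 SD, cut at about 27% in these data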;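 also: 0% = DMSO wells and 100% = JAK Inhibitor I control wells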
# eIF4E 4G PPI – blocks eIF4E binding to eIF4G. inhibition, % at 21.7 µM. AID 782. actives 0.37% (n = 220,000). P63073+Q04637. TR-FRET eIF4E-eIF4GI(517-606) binding, 2 h;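 active = inhibition above about 30%, limit read from the data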;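 also: 0% = full FRET control wells and 100% = background wells lacking eIF4GI fragment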
# S1P4 antag – antagonists of human S1P4 receptor | inhibition, % at 4.98 µM | O95977 | S1P4-expressing cells, antagonist mode, reporter read-out | actives 0.26% (n = 220,000); in the data active = inhibition above about 29%;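 also: 0% = wells stimulated with agonist and 100% = vehicle wells without agonist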
# Target sequence (O95977 whole entry, looked up): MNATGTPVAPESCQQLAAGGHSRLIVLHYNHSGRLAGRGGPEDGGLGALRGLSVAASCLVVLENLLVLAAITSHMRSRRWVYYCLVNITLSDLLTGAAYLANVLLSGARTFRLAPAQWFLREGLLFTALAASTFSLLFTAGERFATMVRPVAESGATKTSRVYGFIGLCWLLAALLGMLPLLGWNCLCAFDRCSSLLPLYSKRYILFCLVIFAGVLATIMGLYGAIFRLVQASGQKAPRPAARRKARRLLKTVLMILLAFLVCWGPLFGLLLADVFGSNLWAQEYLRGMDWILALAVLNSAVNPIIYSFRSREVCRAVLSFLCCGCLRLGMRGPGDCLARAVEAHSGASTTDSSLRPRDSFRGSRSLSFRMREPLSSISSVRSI
# Ba/F3 V617F tox – lowers viability of Ba/F3 cells expressing EpoR and JAK2V617F. actives 1.1% (n = 220,000). inhibition, % at 5.6 µM. ATP luminescence;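 active = inhibition above the campaign mean plus 3 SD over all tested compounds, cut at about 24% in these data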;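 also: cytokine-independent growth of Ba/F3 cells driven by EpoR plus mutant JAK2; 0% = DMSO-treated cells and 100% = JAK inhibitor I control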
# S1P4 ag – activates the human S1P4 receptor; S1P4-expressing cell line, agonist reporter assay; activation, % at 4.98 µM; actives 0.35% (n = 220,000); AID 1509; in the data active = activation above about 11%;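 also: 0% = DMSO vehicle and 100% = reference agonist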
# Numbers without * were called inactive; x = no result given; [ ] = remark or other dose. Outcome played no part in choosing rows; any-hit rate near 4.1%.
SMILES,PERK inh,Wee1 degr inh,NPY2 pot ag,Mdm2 ligase inh,BaF3 parental,eIF4E 4G PPI,S1P4 antag,Ba/F3 V617F tox,S1P4 ag
CCOC(=O)C1=C(O)C(=O)N(c2ccc(S(N)(=O)=O)cc2)C1c1ccc(OC)cc1 (stereo not drawn),0.7,-2,-9,-3,6,6,-4,-1,0.0
Cc1ccc(Cl)cc1NC(=O)CSC(N)=O,-0.6,-1,-19,-19,4,5,4,0,-0.1
O=[N+]([O-])c1cccc2c(N3CCOCC3)ccnc12,0.7,-1,40*,x,7,0,11,0,0.1
Cc1cc(=O)oc(C)c1C(=O)Nc1ccc2nsnc2c1,0.5,-1,5,-16,-1,x,3,-4,-0.7
Cc1c(NS(=O)(=O)c2ccc(NCCN3CCOCC3)c([N+](=O)[O-])c2)c(=O)n(-c2ccccc2)n1C,0.3,0,12,-15,5,4,0,-3,0.2
Nc1nc(NCC2CCCO2)nc(Nc2ccccc2)c1[N+](=O)[O-] (stereo not drawn),1.0,-2,13,9,3,19,-9,1,0.2
CCOC(=O)CC(NC(=O)c1ccco1)c1ccccc1Cl (stereo not drawn),-0.3,-3,-7,-18,1,-4,-10,-2,-1.1
O=C1Nc2ccccc2N(O)N1c1ccc(S(=O)(=O)N2CCOCC2)cc1,1.1,0,-4,-9,9,0,-5,4,1.6
COc1ccc(C/C(C)=N/Nc2nc(C)cc(=O)[nH]2)cc1,2.2,4,-3,-27,6,0,-10,-1,-0.1
O=C(N/N=C/c1ccncc1)c1nc(-c2ccccc2)n2c1CCCCC2,0.7,0,9,17,7,-2,-1,2,0.6
Cn1c(CNc2ccc(Cl)cc2)nnc1SCC#N,0.7,1,-5,-17,2,-2,1,3,-0.2
[N-]=C=C1C(=S)NC(=O)[C@H]([n+]2ccccc2)[C@H]1c1ccc(Cl)cc1,2.0,-1,-7,-23,3,2,-18,1,0.8
CCn1c(SCc2nc(N)nc(N3CCCCC3)n2)nc2c1c(=O)n(C)c(=O)n2C,0.2,-4,5,-3,3,13,-19,-4,-0.2
Cc1ccccc1NC(=O)CSc1ccc(-c2ccco2)nn1,0.3,-1,-3,-13,8,10,-6,-1,0.7
CS(=O)(=O)N1CCN(c2ccc(NC(=O)c3ccc([N+](=O)[O-])o3)cc2)CC1,0.5,2,4,-10,-7,1,28,6,-3.2

# Among those listed so far, 4 have a nitro group on carbon:
SMILES,PERK inh,Wee1 degr inh,NPY2 pot ag,Mdm2 ligase inh,BaF3 parental,eIF4E 4G PPI,S1P4 antag,Ba/F3 V617F tox,S1P4 ag
O=[N+]([O-])c1cccc2c(N3CCOCC3)ccnc12,0.7,-1,40*,x,7,0,11,0,0.1
Cc1c(NS(=O)(=O)c2ccc(NCCN3CCOCC3)c([N+](=O)[O-])c2)c(=O)n(-c2ccccc2)n1C,0.3,0,12,-15,5,4,0,-3,0.2
Nc1nc(NCC2CCCO2)nc(Nc2ccccc2)c1[N+](=O)[O-] (stereo not drawn),1.0,-2,13,9,3,19,-9,1,0.2
CS(=O)(=O)N1CCN(c2ccc(NC(=O)c3ccc([N+](=O)[O-])o3)cc2)CC1,0.5,2,4,-10,-7,1,28,6,-3.2

# Continuation:
SMILES,PERK inh,Wee1 degr inh,NPY2 pot ag,Mdm2 ligase inh,BaF3 parental,eIF4E 4G PPI,S1P4 antag,Ba/F3 V617F tox,S1P4 ag
Cc1ccc(Nc2nnc(SCC(=O)NC3CCCc4ccccc43)s2)cc1 (stereo not drawn),-0.1,0,3,3,5,5,-6,-2,-0.3
Cc1ccc(C(=O)NC(=S)Nc2ccccc2C(F)(F)F)cc1C,0.9,3,2,-3,4,7,-6,-3,-2.7
COc1ccc(C2=NN(C(=O)CSc3nnc(C)n3C)C(c3ccco3)C2)cc1 (stereo not drawn),0.5,0,1,3,6,1,-12,0,1.0
Cc1ccccc1CSCCNC(=O)Nc1ccccc1,2.0,-1,7,-5,1,-2,10,0,-0.2
COc1ccc(Cl)cc1NC(=O)c1[nH]nc(OC)c1[N+](=O)[O-],0.2,-1,0,-3,0,-1,1,-4,1.7
NNC(=O)c1oc2nc(-c3ccco3)cc(-c3ccco3)c2c1N,-1.2,0,-20,-12,4,1,6,2,0.7
COc1ccccc1NC(=O)c1c(Br)cnn1C,-0.1,3,-13,-11,3,-1,14,0,0.1
OCCC1CN(Cc2cccn2-c2cccnc2)CCN1CCc1ccccc1 (stereo not drawn),-0.9,-2,-13,-1,4,-3,3,2,-0.8
CCn1c(CNC(=O)C23CC4CC(CC(C4)C2)C3)nnc1SCC(=O)Nc1nnc(C)s1,0.4,-1,13,-8,4,-1[fluorescence artefact?],-12,-3,-1.4
O=C(COc1ccccc1-c1ccccc1)NN=C1CCCC1,1.1,3,-15,4,6,-1,-15,3,1.8
CCn1nnc(NC(=O)c2sc3ccccc3c2Cl)n1,0.5,-2,-7,-26,1,1,1,-2,-1.6
O=C(NCc1ccc(N2CCCC2=O)cc1)NC1CCCCC1,1.6,-1,-5,-7,0,19,2,-4,-1.5
O=C(OCc1ccc([N+](=O)[O-])cc1)c1ccc2ccccc2n1,0.7,-4,-15,x,-7,3,-16,2,0.0
C/C(=N\NC(=O)c1cccnc1)c1ccc(-c2ccccc2)cc1,0.3,-1,1,-10,1,-3,3,-7,6.5
CNC(=O)C1=NCCCc2cc(OC)c(OC)cc21,1.1,-1,5,-17,9,7,-5,-3,-0.9
Cc1ccnc(NS(=O)(=O)c2ccc(NC(=O)c3cc(-c4ccccc4)nc4ccccc34)cc2)n1,0.8,3,8,-9,5,0,-5,-2,1.1
COc1ccc(NS(=O)(=O)c2ccc(NC(=O)c3cnn4c(C(F)F)cc(-c5ccc(C)cc5)nc34)cc2)cc1,1.6,2,0,-3,3,3,9,-2,-0.3
Cc1c(N(C(=O)CNC(=O)c2ccccc2)C2(C(=O)NC3CCCC3)CCCCC2)c(=O)n(-c2ccccc2)n1C,1.1,3,9,-2,0,-1,-27,-1,1.4
O=C(Nc1ccc(Cl)cc1)Nc1cccc(C(=O)O)c1,0.3,-6,5,-84,12,-2,1,-1,2.0
Cc1c(C(=O)NCCCN2CCOCC2)sc2nc(-c3ccccc3)cn12,0.4,2,1,-3,7,-3,0,-4,0.2
CC(=O)N1N=C(c2ccco2)CC1c1cccs1 (stereo not drawn),0.7,-2,-11,4,1,6,-18,-2,-1.0
CN1CCN(C(=O)c2cnn3c(C(F)(F)F)cc(-c4cccs4)nc23)CC1,-0.9,3,4,-6,4,5[fluorescence artefact?],14,1,0.6
Nc1nnc(Cc2ccc(Cl)cc2)s1,1.6,3,19,-9,4,0[fluorescence artefact?],-6,0,-1.5
Cc1cc(NC2CCCCC2)nc(-c2ccccc2O)n1,0.7,-1,2,-3,6,1,5,0,1.2
CN(C)C(=O)c1cn(-c2ccc(Cl)cc2)c(=O)c2ccccc12,0.6,-2,-7,-4,4,2,-33,2,1.5
CC1CCCCC1NC(=O)COC(=O)COc1ccccc1Cl (stereo not drawn),-0.5,-3,-6,-6,2,-1,-9,2,0.7
O=C(CC1S/C(=N/N=C/c2cccnc2)NC1=O)Nc1ccccc1 (stereo not drawn),2.2,-1,-1,-24,0,1,5,-6,2.8
COc1ccccc1C(=O)NC(=S)N1CCCc2ccccc21,1.6,0,0,-34,7,-4,5,-1,-0.7
CCOC(=O)Cn1c(=S)[nH]c2c(oc3ccc(Cl)cc32)c1=O,0.1,-2,-8,23,3,5,-2,0,-1.0
O=C(N/N=C/c1ccc(O)cc1)Nc1cccc2nsnc12,0.3,-4,12,2,26,1,-14,2,-1.4
C=CCNC(=O)c1ccncc1,0.9,1,9,-15,3,-7,-10,-2,0.1
CN(Cc1ccccc1)C(=O)COc1ccc(Br)cc1Cl,-0.2,8,-13,-13,4,3,-6,1,0.2
CN1c2ccccc2-c2nc3ccccc3n2C1c1cccs1 (stereo not drawn),0.1,1,2,-8,8,8,-17,-3,-1.5
Cc1cccc(NC(=O)Nc2cccc(F)c2)n1,1.2,2,8,-1,6,-3[fluorescence artefact?],-2,0,0.8
O=C(CCn1[nH]c(=O)c2ccccc2c1=O)OC1CCCCC1,1.0,0,1,-8,6,0,-27,2,1.2
O=C(c1ccc(Br)cc1)N(c1ccccn1)C1CCCCC1,0.5,1,-12,x,-13,2,8,1,1.0
CCOC(=O)c1c(C)[nH]c(C)c1C(=O)COC(=O)c1cc(OC)c(OC)cc1OC,0.2,0,-2,-11,2,2,-5,5,2.9
Cn1c(CS(=O)Cc2c(Cl)cccc2Cl)nnc1SCc1ccc(Cl)cc1 (stereo not drawn),0.1,-1,-7,-34,3,-5[fluorescence artefact?],-5,-2,-0.5
Nc1cc(=O)[nH]c(SCC(=O)N2CCc3ccccc3C2)n1,1.0,-1,-2,-6,2,1,8,-2,-2.4
CCOCCOC(=O)CCSc1n[nH]c(=O)[nH]c1=O,0.6,5,-3,-27,-3,0,-8,-3,-2.5
O=C(N/N=C/C1C(c2ccccc2)C1(Cl)Cl)c1cccc(Cl)c1 (stereo not drawn),0.4,-2,-4,-7,8,-4,-1,3,-0.7
O=C(c1cc2ccccc2oc1=O)N(Cc1ccccc1)C1CCS(=O)(=O)C1 (stereo not drawn),-0.3,3,1,1,0,-1,-1,1,-0.1
CC(=O)N1CCCc2cc(S(=O)(=O)NC(C(=O)NC(C)c3ccccc3)C(C)C)ccc21 (stereo not drawn),0.3,1,-3,7,2,4[fluorescence artefact?],4,-3,0.3
CCOC(=O)CC(NC(=O)c1ccco1)c1ccc(OC)cc1 (stereo not drawn),0.5,2,1,4,5,7[fluorescence artefact?],-26,-1,1.0
CCOc1ccc2oc(C(=O)Nc3ccc(N4CCOCC4)cc3)c(C)c2c1,-1.4,-2,4,-29,5,-7,-17,2,2.5
CCC(CC)NC(=O)COC(=O)c1ccc(NS(=O)(=O)c2ccc3c(c2)OCCO3)cc1,-0.2,-1,-15,5,0,-11,-3,0,1.0
COC(=O)c1ccc(NC(=O)Cn2cnc3c(nnn3-c3cccc(OC)c3)c2=O)cc1,0.7,1,6,-7,-1,-1,6,-3,0.4
Cc1ccc(C)c2[nH]c(=O)c(CN(CCN3CCCC3)C(=O)Nc3ccc(F)cc3)cc12,-0.5,-1,-17,-10,0,-6,14,3,-0.9
O=C(CC1C(=O)NC2CCCCC2N1C(=O)c1ccc(F)cc1)Nc1ccccc1 (stereo not drawn),-1.2,1,1,-13,3,-3,-9,0,4.5
CCOc1cccc(OCCCCn2ccnc2)c1,-0.2,-2,6,1,3,36*,-8,-4,-0.7
O=C(c1c(F)cccc1F)N1CCN(c2cccc(C(F)(F)F)c2)CC1,0.0,6,2,-16,11,5,-2,6,0.4
C/C(=N/NC(=O)CC1N=C(Cc2ccccc2)NNC1=O)c1cccnc1 (stereo not drawn),0.4,2,1,1,8,1,-7,-1,0.9
O=C(Oc1ccccc1)c1cccnc1Oc1ccccc1,1.4,2,-20,-6,0,-1,10,-1,0.4
Cc1nn(-c2ccccc2)c(-c2ccccc2)c1C(=O)O,0.5,-1,-1,-20,1,-4,-20,1,1.0
COC(=O)c1ccc(S(=O)(=O)N2CCCN(Cc3ccccc3)CC2)n1C,-2.2,-1,-2,-9,0,-5,4,-3,0.3
Nc1nc(-c2ccc(Cl)cc2Cl)cn1N,3.1*,-2,-1,-8,7,-2,-3,-3,1.0
O=C(Nc1cccc(Cl)c1)N(CCN1CCOCC1)Cc1cccc(Cl)c1,-0.7,-1,-7,-20,-1,-1,15,-1,-1.9
